GPR151 activ = activators of human GPR151, primary screen, cell-based, PathHunter beta-arrestin, luminescence | PathHunter beta-arrestin GPR151 cells | G-protein coupled receptor 151 (Homo sapiens), Q8TDV0 | activation, % at 11.2 µM | 650,000 compounds, 1% hits; in the data active means activation above about 4.9%;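 further: 0% = median of compound wells and 100% = cells with positive control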
TEAD-YAP block = TEAD-YAP interaction inhibition, primary screen, TEAD-YAP interaction inhibitor project, luminescence, HEK-TIYL cells; inhibition, % at 9.12 µM; TEAD-Gal4/YAP UAS-luciferase luminescence; AID 1259422, 2018; 640,000 compounds, 1.4% hits; in the data active means inhibition above about 32%;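 further: 0% = median of test compound wells and 100% = reference inhibitor wells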
MITF inh = MITF inhibitors, primary screen, biochemical, AlphaScreen, human; Microphthalmia-associated transcription factor (Homo sapiens), O75030; AlphaScreen MITF homodimerization, bead proximity signal; inhibition, % at 2.6 µM; 650,000 compounds, 0.91% hits; AID 1259374, 2018; in the data active means inhibition above about 50%;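 further: 0% = vehicle wells with protein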
FBW7 activator = FBW7 E3 ligase activators, primary screen, biochemical, AlphaScreen, human; AlphaScreen FBW7–phospho-cyclin E peptide binding, activator screen; normalized activity (activation), % at 26.1 µM; 650,000 compounds, 0.13% hits; in the data active means normalized activity above about 1.9%;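 further: purified mutant Fbw7 with reduced substrate affinity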
Target sequence (Q969H0 whole entry, looked up): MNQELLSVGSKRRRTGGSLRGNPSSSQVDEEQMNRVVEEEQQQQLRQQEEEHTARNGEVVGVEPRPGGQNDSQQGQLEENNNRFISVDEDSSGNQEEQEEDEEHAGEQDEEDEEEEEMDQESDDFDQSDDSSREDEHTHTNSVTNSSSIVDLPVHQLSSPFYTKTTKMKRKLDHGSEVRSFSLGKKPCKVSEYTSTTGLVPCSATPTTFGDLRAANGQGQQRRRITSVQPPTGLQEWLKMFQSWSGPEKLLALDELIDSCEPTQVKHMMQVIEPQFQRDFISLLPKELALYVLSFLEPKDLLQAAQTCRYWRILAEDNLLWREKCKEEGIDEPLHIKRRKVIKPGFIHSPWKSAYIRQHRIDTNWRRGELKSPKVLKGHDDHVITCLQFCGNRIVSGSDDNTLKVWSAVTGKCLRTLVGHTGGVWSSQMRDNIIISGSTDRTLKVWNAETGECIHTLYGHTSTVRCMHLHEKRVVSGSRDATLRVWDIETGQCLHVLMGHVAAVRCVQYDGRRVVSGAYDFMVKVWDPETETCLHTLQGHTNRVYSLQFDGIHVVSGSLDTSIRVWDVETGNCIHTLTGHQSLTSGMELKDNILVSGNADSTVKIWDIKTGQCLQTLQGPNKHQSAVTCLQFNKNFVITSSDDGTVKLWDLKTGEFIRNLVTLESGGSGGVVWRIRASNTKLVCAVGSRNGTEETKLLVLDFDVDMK
An asterisk follows results filed as active; & = joins results of further samples.

smiles,GPR151 activ,TEAD-YAP block,MITF inh,FBW7 activator
COc1ccc(C2(CC(=O)NC3Cc4ccccc4C3)CC(=O)N(C3CCCC3)C2=O)cc1 (stereo unspecified),-1.3,-17,-13,-0.1
CCCOc1ccc(C(=O)Nc2cccc(NC(=O)c3ccc(Cl)cc3Cl)c2)cc1,0.0,-16,2,-0.3
C/C(=C\C(=O)c1cccnc1)Nc1cccc(C(F)(F)F)c1,1.4,7,13,-0.1
O=C(COc1cccc2ccccc12)N/N=C/c1ccccc1O,0.6,5,12,0.0
COc1ccc(Nc2ncnc3c2c(-c2ccccc2)cn3-c2ccc(C)cc2)cc1Cl,-1.6,7,10,0.3
O=C(CCC(=O)OCc1ccc(Cl)cc1)Nc1ccc([N+](=O)[O-])cc1,0.7,3,59*,0.0
O=C(CSc1n[nH]c(COc2ccc(Cl)cc2)n1)Nc1ccc2c(c1)OCCO2,0.5,-4,3,-0.1
O=C1NC2=C(C(=O)N(CC3CCCO3)C2)C(c2cccc(F)c2)N1 (stereo unspecified),1.3,-4,5,-0.2
O=c1c(-c2ccc(Br)cc2)coc2cc(O)ccc12,-0.6,18,2,0.1
Cc1cc(NS(=O)(=O)c2ccc(NC(=O)c3cc4ccccc4o3)cc2)nc(C)n1,0.7,-5,-2,-0.3
COc1cccc(NC(=O)CSc2nnc(CSCc3ccc(F)cc3)n2C)c1,2.1,0,16,0.0
O=C(COC(=O)COc1ccccc1)Nc1cccnc1Cl,-1.0,6,14,0.0
O=C(Cn1cnc2c(nnn2-c2cccc(Cl)c2)c1=O)N1CCCCC1,-1.0,-10,1,0.2
Cc1ccc(S(=O)(=O)N(CCC(=O)N2CCOCC2)Cc2c(Cl)cccc2Cl)cc1,0.3,-1,5,-0.1
O=C(CCN1CCCCC1)N1N=C(c2ccc(Cl)cc2)CC1c1ccco1 (stereo unspecified),1.3,9,2,0.0
CC1CCN(C(=O)CSc2nnc(-c3c[nH]c4ccccc34)n2C)CC1,0.6,8,0,0.1
O=C(CCC(=O)c1ccc(Cl)cc1)OCC(=O)c1ccc([N+](=O)[O-])cc1,-0.8,3,-4,-0.4
CCOc1ccc(NC(=O)c2ccncc2)cc1,1.9,-4,4,-0.1
O=C(c1ccc(C(F)(F)F)nc1)N1CCC(c2nc(-c3ccnnc3)no2)CC1,-0.8,1,2,0.2
Cc1c(CNC2CCCCC2)c(C(=O)O)c(C)n1Cc1cccc(Cl)c1,0.3,-5,16,-0.1

Just TEAD-YAP block and GPR151 activ (4 entries from above):
Structure,TEAD-YAP block,GPR151 activ
COc1ccc(C2(CC(=O)NC3Cc4ccccc4C3)CC(=O)N(C3CCCC3)C2=O)cc1 (stereo unspecified),-17,-1.3
CCCOc1ccc(C(=O)Nc2cccc(NC(=O)c3ccc(Cl)cc3Cl)c2)cc1,-16,0.0
C/C(=C\C(=O)c1cccnc1)Nc1cccc(C(F)(F)F)c1,7,1.4
O=C(COc1cccc2ccccc12)N/N=C/c1ccccc1O,5,0.6

(list continues)
smiles,GPR151 activ,TEAD-YAP block,MITF inh,FBW7 activator
COc1ccc(-c2nc(-c3ccccc3)c(-c3ccc([N+](=O)[O-])cc3)[nH]2)cc1,1.9,8,9,-0.1
O=C(COC(=O)c1ccc([N+](=O)[O-])cc1N1C(=O)C2CC=CCC2C1=O)c1ccccc1 (stereo unspecified),-0.4,6,14,0.4
CCc1ccc(CN2CCN(CC=C(C)C)C(CCO)C2)o1 (stereo unspecified),-0.1,-14,-8,-0.1
CCn1c(SCC(=O)Nc2ccc(Cl)cc2)nnc1-c1c[nH]c2ccccc12,-0.2,13,8,-0.1
CN(CC(C)(C)NS(=O)(=O)c1ccc(Cl)cc1)C1CCCCC1,0.2,-4,11,-0.1
CCOc1ccc(-n2c(=O)c3ccccc3c3ccccc3c2=O)cc1,-1.4,6,17,0.2
CC1OC(Nc2ccc(C(=O)O)c([N+](=O)[O-])c2)C(O)C(O)C1O (stereo unspecified),2.8,4,-15,-0.2
O=C(Oc1ccc(OC(=O)c2cccnc2)c(Cl)c1)c1cccnc1,-0.7,6,4,0.0
Cn1c(=O)c2c(nc(N3CCOCC3)n2CC(O)COc2ccc(Cl)cc2)n(C)c1=O (stereo unspecified),0.6,-4,7,0.2
O=C(N/N=C\c1ccc([N+](=O)[O-])cc1)c1cncc(Br)c1,1.8,1,13,0.0
CCCCC(=O)NC1(C(F)(F)F)C(=O)N(CCc2ccccc2)C(C)=C1C(C)=O (stereo unspecified),-0.7,-3,6,-0.1
CCC(=O)Nc1nnc(-c2cccc(OC)c2)o1,1.7,7,14,0.7
C[C@@H]1CN(C(=O)c2nc3ccc(Cl)cn3c2CNCCN2CCNC2=O)C[C@H](C)O1,0.2,7,-2,0.0
CC(=O)n1c2ccccc2c2nc(-c3ccncc3)sc21,-1.5,-77,-7,0.0
O=C(CN1C(=O)CC(c2ccco2)Sc2ccccc21)NC1CCCC1 (stereo unspecified),-1.1,3,-4,0.0
COc1ccc(-n2nc([N+](=O)[O-])c(=NCc3cccnc3)n2O)cc1,0.7,-24,-3,-0.2
c1ccc2[nH]c(CNc3ncnc4nc(Nc5ccncn5)[nH]c34)nc2c1,1.7,1,7,-0.3
COc1ccc(NC(=O)CN(C2CCCCC2)S(=O)(=O)c2ccc(C)cc2)c(OC)c1,-0.7,-1,14,0.1
CCC(CC)NC(=O)C(=O)c1c(C)[nH]c2ccccc12,0.2,5,6,0.0
COc1cc(C2C3=C(CC(C)(C)CC3=O)OC3=C2C(=O)CC(C)(C)C3)ccc1OCC(=O)O,0.5,-3,4,0.4
CC(=O)Nc1cc(CNCc2cccc(F)c2)cc(C(=O)N2CCCC2)c1,-0.7,5,2,0.0
CCOCCCNC(=O)c1ccc(CSc2ccc(C)cc2)cc1,0.6,-6,-7,0.0
CC(c1ccccc1)S(=O)(=O)CCSC(=N)N (stereo unspecified),0.0,9,2,-0.2
CC(C)(C)c1csc(N/N=C/C=C/c2ccccc2)n1,-0.1,-31,10,0.3
CCOC(=O)c1c(NC(=O)c2nc(S(C)(=O)=O)ncc2Cl)sc(C(C)=O)c1C,-2.4,-6,-2,0.2
C=CCN1C(=O)/C(=C/c2cccs2)S/C1=N/S(=O)(=O)c1ccccc1,-1.4,2,-7,-0.1
COCC(C)n1c(SCC(=O)Nc2ccc(C(C)=O)cc2)nc2ccccc2c1=O (stereo unspecified),1.1,9,-5,-0.1
CC(=O)NCC1Cc2cc(Cl)cc(-c3ccncc3)c2O1 (stereo unspecified),-0.1,-1,14,0.0
CC(C)C1N=C2c3ccccc3N=C(SCc3cccc([N+](=O)[O-])c3)N2C1=O (stereo unspecified),-0.8,-23,-10,-0.1
CCC(c1nnnn1C(C)C)N1CCN(c2cccc(C)c2C)CC1 (stereo unspecified),2.2,-11,-1,0.4
CC(=O)n1cc(Nc2ccccc2C(=O)O)c2ccccc21,0.4,6,4,0.7
Cn1c(=O)c([N+](=O)[O-])c(Cl)c2ccccc21,0.3,-13,4,-0.1
CCCNc1ccnc(-c2ccc(OC)nc2)n1,-1.5,-51,2,-0.1
O=C(Nc1ccccc1C(=O)N1CCOCC1)c1ccccc1Oc1ccccc1,-0.9,15,7,0.1
Cc1ccn2c(CNCCn3cccn3)c(C(=O)N3CCCCCC3)nc2c1,0.1,-6,-17,0.1
Cc1[nH]c(=O)c(C#N)cc1-c1ccncc1,-1.0&0.2&0.2&0.5&-0.1,-11&-8&-8,18&20&8&26&-3,0.1&-0.2&0.1&0.1&1.3
O=C(NCCCn1ccnc1)C1(c2cc(-c3ccco3)on2)CC1,0.0,3,-1,-0.3
O=C(NCCN1Cc2ccccc2OC(c2ccccc2)C1)c1cnn2cccnc12 (stereo unspecified),0.4,5,-6,-0.1
CC(C)(C)c1ccc(/C=C2\N=C(c3cc(Cl)ccc3Cl)OC2=O)cc1,-0.1,12,9,-0.1
COc1ccc(C)cc1NC(=O)Nc1cccc(C(=O)O)c1,-0.2,-8,6,0.1

For reference, six of the compounds above.
smiles,GPR151 activ,TEAD-YAP block,MITF inh,FBW7 activator
Cc1ccn2c(CNCCn3cccn3)c(C(=O)N3CCCCCC3)nc2c1,0.1,-6,-17,0.1
Cc1[nH]c(=O)c(C#N)cc1-c1ccncc1,-1.0&0.2&0.2&0.5&-0.1,-11&-8&-8,18&20&8&26&-3,0.1&-0.2&0.1&0.1&1.3
O=C(NCCCn1ccnc1)C1(c2cc(-c3ccco3)on2)CC1,0.0,3,-1,-0.3
O=C(NCCN1Cc2ccccc2OC(c2ccccc2)C1)c1cnn2cccnc12 (stereo unspecified),0.4,5,-6,-0.1
CC(C)(C)c1ccc(/C=C2\N=C(c3cc(Cl)ccc3Cl)OC2=O)cc1,-0.1,12,9,-0.1
COc1ccc(C)cc1NC(=O)Nc1cccc(C(=O)O)c1,-0.2,-8,6,0.1

Following part:
smiles,GPR151 activ,TEAD-YAP block,MITF inh,FBW7 activator
CCCCC(Sc1nc2cc3c(cc2c(=O)n1CCCC(=O)NCc1ccc2c(c1)OCO2)OCO3)C(=O)OCC (stereo unspecified),1.0,-8,-1,0.1
C=CCN1CCN(C(CCC)c2nnnn2CS(=O)(=O)c2ccc(C)cc2)CC1 (stereo unspecified),-0.4,-1,5,0.1
O=C(N/N=C/c1cccs1)c1ccccn1,-4.9,-35,10,0.1
COc1ccc(NC(=S)N(Cc2ccc(C(=O)O)cc2)Cc2ccc(OC)c(OC)c2)cc1,-0.1,6,12,0.3
CC(Oc1ccc(C(=O)c2ccccc2)cc1)C(=O)NN (stereo unspecified),-0.8,2,15,0.1
O=[N+]([O-])c1ccc(/C=C/c2nn3c(Cc4ccccc4)nnc3s2)cc1,-0.1,7,11,-0.1
CC1(C2CCN(C(=O)[C@@H]3CSC(=O)N3)CC2)NC(=O)N(Cc2ccc(F)cc2)C1=O (stereo partly specified),0.4,-20,-12,0.1
CCN(CCCNS(=O)(=O)c1ccc(Cl)s1)c1cccc(C)c1,-0.3,-1,17,0.2
COC(=O)N/N=C1\CC2CCC1(C)C2(C)C (stereo unspecified),-0.7,-6,9,-0.1
O=C(C1CCCC1)N1CCN=C1SCc1cccc([N+](=O)[O-])c1,-0.2,-14,14,1.1
O=C1CC(c2ccccc2)CCc2sc(Br)cc2N1 (stereo unspecified),-1.1,-6,13,0.7
COc1cc(/C=C2/C(=O)N(C)c3ccccc32)cc(OC)c1O,0.2,41*,19,0.1
CN(C)CCCNC(=O)c1ccc(Cl)c(Cl)c1,0.7,2,5,-0.1
CCOc1cc(C2C(C(=O)OC(C)C)C(=O)CC(C)(O)C2C(=O)OC(C)C)ccc1O (stereo unspecified),0.2,-2,-9,0.1
CC(C)/C=C/CN1CCc2nnc(CCc3ccccc3)n2CC1,0.2,4,1,-0.1
Cc1ccc(CC(=O)Nc2nc(-c3ccc4c(c3)OCCO4)cs2)c(C)c1,-0.1,-5,18,1.0
COc1ccc(C2=[N+]([O-])C(C)(C)N(O)C2C)cc1 (stereo unspecified),0.3,-7,8,0.3
Cc1ccc(C(=O)NC(=S)Nc2ncc(Br)cc2Br)cc1,-0.9,-3,-4,-0.1
C=CCOc1ccc2c(=O)c(Oc3cccc(C)c3)c(C(F)(F)F)oc2c1,3.5,-17,8,0.0
Cc1ccc(-n2nnc3c(=O)n(CC(=O)N4CCC(Cc5ccccc5)CC4)cnc32)cc1Cl,-0.4,-3,-5,0.1
COc1ccc(C)cc1NS(=O)(=O)c1ccc2c(c1)SC(C)CN2C(C)=O (stereo unspecified),0.0,-3,-3,-0.1
NC(=O)c1ccsc1NC(=O)CN1C(=O)NC2(CCCCCCC2)C1=O,-0.1,9,8,0.3
O=C(CC12CC3CC(CC(C3)C1)C2)N1CCCC1,-1.1,10,-5,-0.1
O=C(CSc1nnnn1C1CCCCC1)Nc1ccccc1N1CCOCC1,0.8,-2,7,-0.2
Cc1nc(Cl)cc(N/N=C/c2ccc(O)cc2)n1,-3.9,-7,0,0.0
COc1ccc(NC(=O)c2sc3ncn(CC(=O)N4CC(C)CC(C)C4)c(=O)c3c2C)c(OC)c1 (stereo unspecified),-1.6,0,3,0.0
O=C(C1CCCN(S(=O)(=O)c2ccc(Cl)cc2)C1)N1CCCC2CCCCC21 (stereo unspecified),-0.1,11,-8,0.0
COC(=O)c1cnc2c(C(F)(F)F)cccc2c1OC,-2.2,-6,-8,0.2
CC(=O)c1cccc(-c2cc(NCc3cccc(C(F)(F)F)c3)ncn2)c1,-1.1,-24,5,-0.1
Cc1ccc(O)c(C(=O)c2coc(=N)c(C(=O)NC(C)C)c2)c1,-0.5,3,0,0.0
O=C(O)C1CSC(c2cccc(Cl)c2Cl)N1 (stereo unspecified),0.9,11,3,-0.1
COc1ccc(-c2nnc(SCC(=O)OC(C)C)o2)cc1,-0.4,-4,-6,0.0
CC1CCN(Cc2nnnn2CCCC(=O)NC(C)c2nccs2)CC1 (stereo unspecified),1.0,-5,4,0.0
C=CCNC(=O)/C(C#N)=C/c1ccc(-c2ccc(S(=O)(=O)N3CCOCC3)cc2)o1,0.5,1,0,-0.1

Screening data deposited in PubChem BioAssay by The Scripps Research Institute Molecular Screening Center.
